Source: PubChem BioAssay (National Center for Advancing Translational Sciences (NCATS))
a7 integrin act: activates integrin-mediated alleviation for muscular dystrophy; AID 624291; alpha7betagal myoblasts, beta-gal FDG fluorescence, 48 h; Potency, µM (series often up to 38.3 µM), for inactives: at the highest dose activation, actives largely listed as activators; hit rate 0.064% among 350,000; active = well fitted activation curve with a large enough effect;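 also: potency is read from the fitted curve at half-maximal effect; 100% = response of the positive control SU9516; nearly all actives have a fitted effect of over 60% in size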
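alpha7betagal+/- myoblasts (passage 13, 250/well) treated 48 h at 37C with compounds at 1:260 dilution of DMSO stock. Lysed, then beta-galactosidase activity read as FDG fluorescence (ex 480/em 540) after 30 min, with pre-read for autofluorescence.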
KCNH2 3.1 block: inhibitors of human KCNH2 3.1 potassium channel isoform; U2OS KCNH2 3.1, thallium flux FluxOr; hits give low values; activity change, % (tested at about 1.8 µM); hit rate 0.95% among 340,000; AID 720553;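 active = maximum activity change below -70%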;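 also: thallium influx rate constant from kinetic fluorescence after stimulation buffer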
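Measured as rate of thallium-driven FluxOr signal in transduced U2OS cells carrying the 3.1 channel, read kinetically for 2 min upon stimulation; values are rate constants scaled to DMSO control wells.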
hERG WT inh: blocks the wildtype human KCNH2 potassium channel; U2OS, BacMam KCNH2, thallium flux FluxOr; hits give low values; activity change, % at 1.84 µM; hit rate 0.37% among 340,000; AID 720551;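 active = maximum activity change below -70%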
Target sequence (Q12809 whole entry, looked up): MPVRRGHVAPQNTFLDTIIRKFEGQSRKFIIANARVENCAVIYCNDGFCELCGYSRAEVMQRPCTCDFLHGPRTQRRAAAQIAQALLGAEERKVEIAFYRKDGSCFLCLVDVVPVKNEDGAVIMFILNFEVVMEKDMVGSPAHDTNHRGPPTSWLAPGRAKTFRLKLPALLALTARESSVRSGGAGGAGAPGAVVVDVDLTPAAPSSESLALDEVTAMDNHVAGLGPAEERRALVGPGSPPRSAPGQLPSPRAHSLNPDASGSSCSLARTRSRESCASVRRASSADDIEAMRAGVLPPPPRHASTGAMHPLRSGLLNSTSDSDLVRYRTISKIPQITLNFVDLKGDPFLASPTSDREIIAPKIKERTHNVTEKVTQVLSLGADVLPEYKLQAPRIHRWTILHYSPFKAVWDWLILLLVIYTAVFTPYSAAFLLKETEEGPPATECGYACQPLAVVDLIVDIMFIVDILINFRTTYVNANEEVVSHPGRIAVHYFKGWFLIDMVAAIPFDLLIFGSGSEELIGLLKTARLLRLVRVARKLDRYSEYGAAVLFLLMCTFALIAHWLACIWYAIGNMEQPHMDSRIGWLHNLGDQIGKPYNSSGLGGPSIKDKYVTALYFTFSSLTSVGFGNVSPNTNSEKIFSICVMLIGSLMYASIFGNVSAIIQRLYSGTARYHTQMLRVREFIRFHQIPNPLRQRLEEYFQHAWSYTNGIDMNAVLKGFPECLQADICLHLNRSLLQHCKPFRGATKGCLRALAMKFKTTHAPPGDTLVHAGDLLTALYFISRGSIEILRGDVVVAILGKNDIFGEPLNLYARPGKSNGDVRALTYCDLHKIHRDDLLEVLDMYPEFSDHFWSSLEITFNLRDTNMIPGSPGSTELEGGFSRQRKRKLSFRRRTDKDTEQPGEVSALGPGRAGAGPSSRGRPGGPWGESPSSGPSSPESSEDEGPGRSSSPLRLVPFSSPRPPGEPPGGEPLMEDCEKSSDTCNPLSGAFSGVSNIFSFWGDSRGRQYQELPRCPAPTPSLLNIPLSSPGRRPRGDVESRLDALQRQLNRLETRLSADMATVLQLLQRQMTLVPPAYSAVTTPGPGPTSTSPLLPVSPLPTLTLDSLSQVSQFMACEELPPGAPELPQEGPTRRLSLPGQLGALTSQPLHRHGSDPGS
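U2OS cells were transduced with wild-type KCNH2 virus (2.03 x 10^8 / mL) for 4 h at room temperature, then cultured overnight at 37 C. Thallium flux was read with FluxOr dye. Rate constants were normalized to DMSO controls.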
* hit, by the source's call; [ ] = dose if it differs, or a comment. Unless noted, % is scaled to controls: 0 for no effect and ±100 for the full control effect. An excerpt; rates above refer to the full screens.

compound	a7 integrin act	KCNH2 3.1 block	hERG WT inh
COC(=O)[C@H]1C[C@H](OC(=O)NC2CC2)[C@@]2(O)CN(S(=O)(=O)c3ccc(C)cc3)CC2[C@H]1C(=O)OC (some centres undefined)	-7%	-3	-2
CCN(CC)C(=O)C1=C(C)N(Cc2ccc(F)cc2)C(=O)C(CC(=O)NCCc2ccccn2)C1 (centres undefined)	-6%	-17	-25
C[C@H]1CN([C@@H](C)CO)C(=O)CCCn2cc(nn2)CO[C@@H]1CN(C)S(=O)(=O)c1ccc2ccccc2c1	7%	-9	7
Cc1ccccc1Nc1n[nH]c(=S)s1	0%	-4	6
Cc1cccc(NC(=O)c2cccc(S(=O)(=O)N(C)C3CCCCC3)c2)n1	14%	-3	21
C[C@H](NC(=O)c1ncn2c1C(=O)NC[C@H]2C)c1ccccc1	13%	-2	6
O=C(CSc1nnc(-c2cccc(Br)c2)o1)NCC1CCCO1 (centres undefined)	-1%	-174*	-218*
COC(=O)C[C@H]1C[C@@H]2c3cc(NC(=O)Nc4ccc(F)cc4)ccc3O[C@@H]2[C@@H](CO)O1	7%	4	-33
O[C@@H]1CN(CC2CCCCC2)[C@@H](c2ccccc2)C[C@H]1n1cc(-c2ccc(F)cc2)nn1	-60%[inhibitor]	-34	3
CCCCCC(=O)N1C[C@@H](O)[C@H](n2cc(COC(=O)c3ccccc3)nn2)C[C@@H]1c1ccccc1	-8%	-8	-5
CNC[C@H]1Oc2cc(Br)ccc2S(=O)(=O)N([C@@H](C)CO)C[C@@H]1C	-16%	-5	-10
C[C@@H]1CCCCO[C@@H](CN(C)C(=O)CCCN(C)C)[C@@H](C)CN([C@H](C)CO)C(=O)c2cc(NC(=O)CCC(F)(F)F)ccc2O1	16%	8	-8
CCCCC1(CC(=O)OCC)SCCN1C(N)=O (centres undefined)	7%	1	-2
COc1ccc(C(=O)Nc2ccc3c(c2)OCO3)cc1S(=O)(=O)N1CCOCC1	-6%	7	7
C[C@@H]1CN([C@@H](C)CO)C(=O)CCCn2nncc2CO[C@H]1CN(C)Cc1ccc(C(F)(F)F)cc1	-7%	15	-2
CC(C)C1C(=O)N(Cc2cn(Cc3ccco3)nn2)CCS(=O)(=O)N1Cc1ccc(-c2ccccc2)cc1 (centres undefined)	-34%	-4	-8
Cc1cccc(NC(=O)c2nc[nH]c2C(=O)N[C@H](C)CO)c1	12%	15	7
COc1cc(OC)c(N(C)S(=O)(=O)c2cccc(C(=O)NCc3cccs3)c2)cc1Cl	-10%	4	6
COc1ccccc1/C=N/Nc1nc(C)cc(=O)[nH]1	17%	-5	-10
CCn1nc(C(=O)Nc2ccc3c(c2)OCCO3)c2ccccc2c1=O	31%	11	-5

The listing continues:
compound	a7 integrin act	KCNH2 3.1 block	hERG WT inh
COc1ccc(N2CCCC2=O)cc1S(=O)(=O)N1CCOCC1	-12%	-32	4
Cc1ccc(NC(=O)COC(=O)CCc2c[nH]c3ccccc23)cc1	-3%	2	-14
Nc1ccn([C@@H]2O[C@H](CNCc3ccc(Oc4cc(-n5cccn5)ncn4)cc3)[C@@H](O)[C@H]2O)c(=O)n1	-1%	2	-33
CCOc1cccc(Cc2c[nH]c(=O)[nH]c2=O)c1	12%	-11	2
COc1ncccc1C(=O)N1CCCC(C(=O)Nc2cccc(-c3ccc(F)cc3)c2)C1 (centres undefined)	-3%	-4	30
O=C(NCCc1ccccc1F)C1CC(=O)N(c2ccc3c(c2)OCCO3)C1 (centres undefined)	22%	2	18
COc1cc(Cl)cc(/C=N\NC(=O)c2ccc3c(c2)OCO3)c1O	-42%	2	2
COc1ccc(NC(=O)C[C@H]2C(=O)N(c3ccc(OC)cc3)C[C@@H]2C)cc1	9%	-1	-1
CN1CCC(OC2c3ccccc3CCc3ccccc32)CC1	-34%	13	1
Cc1ccc(S(=O)(=O)NC[C@H]2O[C@@H](n3ccc(N)nc3=O)[C@H](O)[C@@H]2O)s1	-5%	8	21
O=C(NCCCc1ccccc1)C(=O)NCC1OCCN1S(=O)(=O)c1cc(F)ccc1F (centres undefined)	1%	27	-6
CC1CCN(S(=O)(=O)c2cc(C(=O)N3CCN(c4ccccc4)CC3)ccc2Br)CC1	-25%	-1	-2
C[C@H](CO)N1C[C@H](C)[C@H](CN(C)C(=O)Nc2cccc3ccccc23)OCc2cnnn2CCCC1=O	9%	-28	-17
Cn1c(=O)c2c(-c3ccccc3)n(-c3cc([N+](=O)[O-])ccc3O)cc2n(C)c1=O	-9%	9	-3
Cc1cc(NS(C)(=O)=O)c(=O)n(Cc2cccc(C(F)(F)F)c2)c1	-2%	-1	13
COc1cc(C(C)=O)ccc1OCC(=O)Nc1ccc(S(=O)(=O)N2CCCCC2)cc1	-7%	-8	7
O=C(CCNC(=O)c1ccccc1Cl)Nc1ccc(S(=O)(=O)N2CCOCC2)cc1	16%	-9	7
Cc1ccc(S(=O)(=O)N2C[C@H]3N(C(=O)OC(C)C)N(C(=O)OC(C)C)C[C@H](OC(=O)NC4CC4)[C@@]3(O)C2)cc1	14%	3	-3
Cc1ccc(-c2cc3nc(C)cc(N4CCN(C(=O)c5ccoc5)CC4)n3n2)cc1	12%	8	-7
Cc1ccccc1NS(=O)(=O)c1ccc(S(=O)(=O)N2CCCC2)cc1	5%	-2	-8

Part of the list above with just a7 integrin act.
SMILES	a7 integrin act
Cc1cc(NS(C)(=O)=O)c(=O)n(Cc2cccc(C(F)(F)F)c2)c1	-2%
CCn1nc(C(=O)Nc2ccc3c(c2)OCCO3)c2ccccc2c1=O	31%
CCCCCC(=O)N1C[C@@H](O)[C@H](n2cc(COC(=O)c3ccccc3)nn2)C[C@@H]1c1ccccc1	-8%
O=C(NCCCc1ccccc1)C(=O)NCC1OCCN1S(=O)(=O)c1cc(F)ccc1F (centres undefined)	1%
CN1CCC(OC2c3ccccc3CCc3ccccc32)CC1	-34%

(next part)
compound	a7 integrin act	KCNH2 3.1 block	hERG WT inh
CCN1CCN(c2ccc(S(=O)(=O)N3CCCCC3)cc2NC(=O)CCNC(C)=O)CC1	21%	-4	4
O=C(C[C@H]1C[C@@H]2c3cc(NS(=O)(=O)c4ccccc4)ccc3O[C@@H]2[C@H](CO)O1)N1CCOCC1	-22%	9	-13
C[C@H](CO)N1C[C@H](C)[C@H](CN(C)C(=O)NC2CCCCC2)Oc2cc(-c3cccnc3)ccc2S1(=O)=O	-25%	-11	6
Cc1ccc([C@H]2N[C@]3(CCCN(Cc4ccc(Cl)cc4)C3=O)[C@H]3C(=O)N(C)C(=O)[C@@H]23)cc1	-14%	6	-14
O=C(CNC(=O)C12CC3CC(CC(C3)C1)C2)N1CCCC(C(F)(F)F)C1 (centres undefined)	-9%	1	-2
CCc1cccc(CC)c1NC(=O)C(CC)Sc1nc2ccsc2c(=O)n1CCC(=O)O (centres undefined)	-14%	6	3
CC1=C(C(=O)N(C)C)CC(CC(=O)NC(c2ccccc2)c2ccccc2)C(=O)N1CCCN1CCCC1=O (centres undefined)	10%	-14	6
CCOC(=O)N(C)C[C@H]1OCc2cnnn2CCCC(=O)N([C@H](C)CO)C[C@H]1C	-6%	-6	-7
CSc1ccccc1NC(=O)CN(C)C(=O)CNC(=O)c1ccc(Oc2ccccc2)cc1	13%	-9	-2
Cc1ccc(S(=O)(=O)NN2CCCCCC2)cc1	16%	-2	-8
Cc1ccc(N2C(=O)N(CC(=O)N3CCc4ccccc43)C(=O)C2C)cc1 (centres undefined)	-15%	10	-2
CC1=C(C(=O)N2CCOCC2)CC(CC(=O)NC(c2ccccc2)c2ccccc2)C(=O)N1Cc1ccc(C(C)(C)C)cc1 (centres undefined)	-35%	-3	12
CC(C)Oc1ccc(S(=O)(=O)N2CCOCC2)cc1NC(=O)c1ccc(Cl)c(S(=O)(=O)N2CCOCC2)c1	-6%	-4	21
CC12CCC3c4ccc(O)c([N+](=O)[O-])c4CCC3C1CCC2=O (centres undefined)	-7%	-16	0
Cc1cccc(NNC(=S)Nc2ccccc2)c1	-23%	1	2
O=C(Nc1ccccc1[N+](=O)[O-])OCC=Cc1ccccc1	10%	-16	7
O=C(OCc1cn([C@@H]2C[C@H](c3ccc(Cl)cc3)N(C(=O)c3cccs3)C[C@H]2O)nn1)c1ccccc1	9%	-17	4
COc1ccccc1OCC(=O)N/N=C(\C)c1ccc2ccccc2c1	-22%	-7	3
O=C(Nc1ccc(Cc2ccc(NC(=O)Nc3cccnc3)cc2)cc1)Nc1cccnc1	-5%	-5	5
N#CC1C(=O)NC(=O)C(C#N)C12CCCc1sccc12 (centres undefined)	9%	6	-1

Later entries.
compound	a7 integrin act	KCNH2 3.1 block	hERG WT inh
Nc1nc(N=Nc2ccc(O)cc2)cc(=O)[nH]1	12%	-10	2
N#Cc1cccc(C(Br)S(=O)(=O)c2ccccc2)c1 (centres undefined)	24%	-2	0
Nc1cc(N)nc(SCc2ccccc2Cl)n1	15%	5	-3
CC(C)[C@H](NC(=O)c1ccco1)C(=O)Nc1ccc(N2CCCCCC2)cc1	3%	-20	-5
CC1CCN(C(=O)c2ncn3c2c(=O)[nH]c2cccnc23)CC1	3%	-5	-7
O=C(C1CCCCC1)N1C[C@@H](n2cc(C3CC3)nn2)[C@H](O)C[C@@H]1c1ccc(Cl)cc1	23%	-36	10
COc1ccc(CNC(=O)CCNC(=O)C2CCN(S(=O)(=O)c3ccc(OC)cc3)CC2)cc1	19%	3	-3
C[C@H](CO)N1C[C@H](C)[C@H](CN(C)S(C)(=O)=O)OCc2ccccc2-c2c(n(C)c3ccccc23)C1=O	-6%	0	4
O=c1[nH]c(=S)n2c(c1-c1ccccc1)OC(CBr)C2 (centres undefined)	8%	15	-1
COc1ccc(-n2sc3ccccc3c2=O)cc1	-66%[inhibitor]	20	-4
CCN(CC)C(=O)C1=C(C)N(CCCN2CCCC2=O)C(=O)C(CC(=O)NCCCN(C)C)C1 (centres undefined)	-2%	-13	-1
CC(=O)N(c1ccccc1)c1ccccc1[N+](=O)[O-]	12%	11	35
O=C(C1CN(C(=O)c2cc3ccccc3o2)c2ccccc2O1)N1CCCCC1 (centres undefined)	-5%	11	2
CCCCCCN1C[C@H](n2cc(C3CC3)nn2)[C@@H](O)C[C@@H]1c1ccccc1	-59%[inhibitor]	-10	17
CC(NS(=O)(=O)c1cccc(Cl)c1F)[C@H](O)c1ccccc1 (some centres undefined)	7%	-5	-8
CSC[C@H]1CN(Cc2ccccc2)C(=O)[C@@H]1CC(=O)Nc1ccccc1	-1%	0	-21
Cc1cnc(C(=O)OCC(=O)c2cc(C)n(CCc3ccc(F)cc3)c2C)cn1	16%	-11	6
O=[N+]([O-])c1ccc(C(S(=O)(=O)Cc2ccccc2)S(=O)(=O)Cc2ccccc2)cc1	-18%	-22	3
O=C(CSc1nc2ccccc2c(=O)n1-c1ccc(F)cc1F)NC1CC1	-8%	-1	-5
O=C(COC(=O)c1cccc(S(=O)(=O)N2CCCCC2)c1)NCc1cccc(Cl)c1	8%	-12	-1

Looked up one by one from the list above:
compound	a7 integrin act	KCNH2 3.1 block	hERG WT inh
O=C(C1CCCCC1)N1C[C@@H](n2cc(C3CC3)nn2)[C@H](O)C[C@@H]1c1ccc(Cl)cc1	23%	-36	10
CC(C)[C@H](NC(=O)c1ccco1)C(=O)Nc1ccc(N2CCCCCC2)cc1	3%	-20	-5
CSC[C@H]1CN(Cc2ccccc2)C(=O)[C@@H]1CC(=O)Nc1ccccc1	-1%	0	-21
CC1CCN(C(=O)c2ncn3c2c(=O)[nH]c2cccnc23)CC1	3%	-5	-7

(more compounds)
compound	a7 integrin act	KCNH2 3.1 block	hERG WT inh
Cc1ccccc1NC(=O)C(C)Sc1nnc(CN2CCCC2)n1Cc1ccccc1 (centres undefined)	-28%	5	5
Cc1ccc(S(=O)(=O)NN=C2CCCc3ccccc32)cc1	-24%	-2	6
CC1=C(C(=O)N(C)C)CC(CC(=O)NC2CC2)C(=O)N1CCC1=CCCCC1 (centres undefined)	13%	-4	-3
CCN(CC(=O)Nc1c(F)cccc1F)C(=O)CCCN1C(=O)c2ccccc2C1=O	10%	-2	-2
COc1ccc(CN2C(=O)C(CC(=O)NCCN3CCOCC3)CC(C(=O)N(C)C)=C2C)cc1 (centres undefined)	20%	-2	-6
COc1ccc(NC(=O)CN(C)C(=O)c2ccc(S(=O)(=O)N3CCOCC3)cc2)cc1	2%	-22	-9
